Efflux pump mplx: blocks antifungal efflux pumps in multiplex yeast assay; S. cerevisiae Candida pump triplex, Nile Red efflux; inhibition, % at 10 µM; 0.44% of 330,000 active; AID 485275;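 active = plate passing quality check with inhibition over a set limit, or well fluorescence over plate mean plus 4 SD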;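 note: Nile Red retained in pooled yeast measured as flow cytometry median fluorescence; 0% = buffer negative control and 100% = Enniatin B positive control; higher means more Nile Red kept so more efflux inhibition; some compounds called inactive have numbers as strong as hits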
Active calls of the source: *. This is a subset, so the mix of outcomes need not match the whole.

SMILES | Efflux pump mplx
Cc1ccc2occ(/C=N/NC(=O)c3ccncc3)c(=O)c2c1 | 0.1
O=C(Nc1ccncc1)Nc1ccc(Br)cc1Cl | 0.1
S=C(Nc1cccc(Cl)c1Cl)NC1CCN(Cc2ccccc2)CC1 | -0.1
CC1CCCC(N2CCN(C(=O)c3ccc([N+](=O)[O-])cc3)CC2)C1 (configuration not stated) | 0.0
CCCCCCCCC#Cc1nc(C)ccc1OC | 0.0
COC(=O)C(C(C)C)N(Cc1cc(OC)cc(OC)c1)S(=O)(=O)CCl (configuration not stated) | 0.1
S=c1nc[nH]c2c1ncn2C1CCCC1 | 0.1
Cc1cccc(NC(=O)c2ccc(N3C(=O)C4CCCCC4C3=O)cc2)c1C (configuration not stated) | -0.3
COc1ccc(OC)c(CN2CCSCC2)c1 | -0.1
O=C1c2ccccc2[C@@H]2C[C@@H](O)[C@H](Nc3cccc(C(F)(F)F)c3)CCN12 | -0.4
O=C(Nc1ccccc1O)c1ccc2c(c1)C(=O)N(c1ccccc1)C2=O | 0.0
O=C([C@@H]1Cc2ccccc2CN1)N1CCN(Cc2ccccc2)CC1 | 0.1
COc1ccc2cc(C[C@@H]3CC[C@@H](CNC(N)=O)O3)ccc2c1 | -0.1
COc1ccc(CNC(=O)CNS(=O)(=O)c2cccc(C#N)c2)cc1OC | -0.1
Cc1nnc2c(NCC(C)c3ccccc3)nc3ccccc3n12 (configuration not stated) | -0.3
CCCN=C1N(C)C[C@@H]2[C@@H]3C(=O)N(C)C(=O)[C@@H]3[C@](Cc3ccccc3)(C(=O)OC)N12 | -0.2
CC(=C\c1ccccc1)/C=C1/SC(=S)N(CCCC(=O)O)C1=O | 0.3
CCn1c(/C=C/c2ccccc2F)nc2ccccc2c1=O | 0.1
CC(=O)NCCNC(=O)c1ccc(Cn2c(=O)[nH]c3ccsc3c2=O)cc1 | 0.1
O=Cc1ccc(Oc2nc(Cl)ncc2F)cc1 | -0.1
CS(=O)(=O)Oc1ccc2c(c1)O/C(=C\c1cccc([N+](=O)[O-])c1)C2=O | -0.1
CC(C)c1ccc(/C=C/C(=O)N2CCOCC2)cc1 | 0.0
Cc1nn(Cc2ccc(C(=O)N/N=C/c3ccncc3)o2)c(C)c1Cl | 0.0
COc1cccc(NC(=S)N2CCN(S(=O)(=O)c3ccc(F)cc3)CC2)c1 | 0.0
COc1ccc(C2CC(c3cccc(C(F)(F)F)c3)=NN2c2ccc(S(N)(=O)=O)cc2)cc1 (configuration not stated) | 0.4
NS(=O)(=O)c1ccc(CCNC(=O)CCS(=O)(=O)c2ccc(Br)cc2)cc1 | 0.1
CCOC(=O)Cc1csc(NS(=O)(=O)c2ccc(NC(C)=O)cc2)n1 | 0.0
Cc1ccc(S(=O)(=O)Nc2ccccc2C(=O)N2CCCCCC2)cc1 | 0.0
CN(CC(=O)NCCCN1CCOCC1)S(=O)(=O)c1cc(Cl)ccc1Cl | 0.1
O=C(Nc1ccccc1NC(=O)c1ccccc1F)c1ccccc1F | 0.2
COc1cc(C(C)=O)ccc1OC(=O)CN1C(=O)c2ccccc2C1=O | 0.0
CC1(C)CCC(=O)C=C1Nc1ccc(F)c(Cl)c1 | 0.0
Cc1ccc(NC(=O)CCNC(=O)c2ccccc2Cl)nc1 | 0.3
CN(C)C(=O)CCc1ccc2c3c([nH]c2c1)[C@]1(CCc2ccccc2)[C@@H](C(=O)N2CCCCC2)C[C@H](CC(=O)NC(C)(C)C)C(=O)N1CC3 | 0.9
COc1ccc2[nH]c3c(c2c1)CCN1C(=O)C(CC(=O)NCc2ccc(OC)c(OC)c2)C[C@H](C(=O)N(C(C)C)C(C)C)[C@@]31C (some centres not stated) | -0.1
COC(=O)[C@@]1(Cc2ccccc2)[C@H]2C(=O)N(C)C(=O)[C@H]2[C@H]2CN=C(SCc3ccccc3)N21 | 0.0
Cc1ccc(C)c(OCC(=O)Nc2ccccc2C(=O)NC2CC2)c1 | 0.5
CC(C)OCCCNc1ncnc2c1nc1n2CCCC1 | 0.1
Cc1cc(Nc2ccc(Cl)cc2)nc(-c2ccccc2O)n1 | -0.1
O=C(C[C@H]1C[C@H](C(=O)N2CCOCC2)[C@@]2(CCC3CCCC3)c3[nH]c4ccc(Cl)cc4c3CCN2C1=O)NCCCn1ccnc1 | 0.3
COCCN(CCOC)c1nc(-c2ccccc2)nc2ccccc12 | 0.3
CC(C)CC(O)C1CCN(C(=O)CCc2nnc(-c3ccc4c(c3)OCO4)o2)CC1 (configuration not stated) | 0.0
COc1cc(/C=N/NC(=O)c2cccc3ccccc23)cc(OC)c1O | 0.1
Cc1c(CC(=O)O)c(=O)oc2c(C)c(OCc3c(F)cccc3Cl)ccc12 | 0.1
CCN1C(=O)[C@H]2[C@H]3CN=C(SCc4ccc(C#N)cc4)N3[C@@](C)(C(=O)OC)[C@H]2C1=O | 0.1
CCOC(CCc1c(C)nc(NC(C)=O)[nH]c1=O)OCC | 0.0
CC(C)NC(=O)c1ccc(N(Cc2ccccc2)S(C)(=O)=O)cc1 | -0.1
COc1cc(/C(O)=C(\C#N)c2nc3ccccc3[nH]2)cc(OC)c1OC | 0.0
CC(C)(C)NC(=O)/C(=C\c1ccco1)NC(=O)c1ccco1 | 0.5
O=C(CNC(=O)c1ccc(Br)cc1)NCC(=O)OCC(=O)c1ccc(F)cc1 | 0.0

Other results follow:
SMILES | Efflux pump mplx
C[C@]12c3[nH]c4ccc(Cl)cc4c3CCN1C(=O)[C@@H](CC(=O)NCc1cccc(C(F)(F)F)c1)C[C@@H]2C(=O)N1CCOCC1 | 0.0
CCOc1ccc(C(=O)O/N=C(\N)c2ccccn2)cc1 | 0.2
COCCNC(=O)[C@@H]1CSC2c3ccccc3C(=O)N21 (some centres not stated) | 0.0
CC[C@@H]1C(c2ccc(F)cc2)=NN(c2ccc(Br)cc2)[C@H]1C(=O)N1CCOC1=O | 0.2
O=[N+]([O-])c1ccc(N2CCN(c3ccccc3F)CC2)nc1 | -0.2
Cc1cc(=O)[nH]c2nnc(-c3ccc(Br)cc3)n12 | 0.4
CCc1nc(SCC(=O)O)c2c3c(sc2n1)COC(C)(C)C3 | 0.0
COCCN(CCOC)S(=O)(=O)c1ccc(C(=O)Nc2ccncc2)cc1 | -0.1
Cc1c(C(=O)N/N=C/c2cccnc2)sc(N)c1C#N | 0.1
O=C(c1ccccc1)c1ccc(C(=O)N2CCN(c3ccccc3)CC2)cc1 | -0.1
C=CCNc1nc(Cl)nc(NC2CCCCC2)n1 | 0.0
COc1cccc(-c2noc(CCC(=O)NC3CCCC3)n2)c1 | 0.0
CC[C@]12c3[nH]c4ccc(OC)cc4c3CCN1C(=O)C(CC(=O)NCC13CC4CC(CC(C4)C1)C3)C[C@@H]2C(=O)N1CCN(C(=O)C2CC2)CC1 (some centres not stated) | 0.6
Cc1ccc(C(=O)NC(Cc2ccccc2C(F)(F)F)C(=O)O)cc1 (configuration not stated) | -0.2
COc1ccccc1/C=C1\Cc2ccccc2C1=O | 0.1
COc1ccc(NC(=O)CN(c2ccc(Cl)cc2)S(C)(=O)=O)cc1OC | -0.1
COCCNC(=S)N1CCN(C(c2ccccc2)c2ccccc2)CC1 | 0.1
CCOc1ccc(C(=O)CCC(=O)Nc2ccccc2C)cc1 | 0.2
CCN1C(=O)[C@H]2[C@H]3CN=C(SCc4ccc(C#N)cc4)N3[C@@](CC)(C(=O)OC)[C@H]2C1=O | -0.1
CCN(CC)C(=O)[C@H]1C[C@H](CC(=O)NC(C)(C)C)C(=O)N2CCc3c([nH]c4cc(CCC(=O)N(C)C)ccc34)[C@]12C | -0.3
CCOc1ccc(/C(O)=C2/C(=O)C(=O)N(CCCN3CCOCC3)C2c2ccc(C)cc2)cc1C (configuration not stated) | 0.1
Cc1ccc2[nH]cc(CCNC(=O)C3CCCCC3)c2c1 | 0.0
Cc1ccc2[nH]c(C(=O)N/N=C/c3ccc([N+](=O)[O-])cc3)c(C)c2c1 | 0.0
COc1cc(/C=N/NC(=O)c2ccc3c(c2)OCO3)ccc1O | 0.0
O=S1(=O)c2ccc(Br)cc2N2CCC[C@@H]2CN1Cc1ccccc1 | -0.4
Nc1ccc(C(=O)N2N=C(c3ccc(F)cc3)CC2(O)C(F)(F)F)cc1 (configuration not stated) | 0.0
COc1cc(C2/C(=C(\O)c3ccc4c(c3)OCCO4)C(=O)C(=O)N2Cc2ccco2)cc(OC)c1OC (configuration not stated) | -0.2
CCN(CC(=O)N1CCCC1)S(=O)(=O)c1ccc(OC)cc1 | 0.0
CCOc1ccc(NC(=O)Nc2nc3ccc(S(C)(=O)=O)cc3s2)cc1 | 0.0
COc1cccc(OC)c1C(=O)NNS(=O)(=O)c1ccc2ccccc2c1 | 0.1
COc1ccc(CN(CC(O)COCc2ccccc2)S(=O)(=O)c2ccccc2Br)cc1OC (configuration not stated) | 0.2
OC1CCN(Cc2ccc3ccccc3c2)CC1 | 0.0
CCCN1C(=O)C2(OCCO2)c2cc(Cl)ccc21 | -0.1
[NH-]c1ncnc2c1N=C[N+]2=CC=CCO | 0.0
Cc1ccc(CNC(=S)Nc2ccc(NS(=O)(=O)c3ccc(C)cc3)cc2)cc1 | 0.0
Cc1cc(C)cc(NC(=O)c2cccnc2)c1 | 0.0
Cc1c(Cl)cccc1NC(=O)CCC(=O)N/N=C/c1ccco1 | -0.1
O=[N+]([O-])c1ccc(O)c(/C=N/Nc2ncnc3c2cnn3-c2ccccc2)c1 | -0.2
Cc1cccc(OCC(O)CN2CCOCC2)c1 (configuration not stated) | 0.0
Cc1c(Cl)cccc1NC(=O)NCc1cccnc1 | -0.1

An excerpt taken from the entries so far:
SMILES | Efflux pump mplx
COc1cc(/C=N/NC(=O)c2ccc3c(c2)OCO3)ccc1O | 0.0
O=S1(=O)c2ccc(Br)cc2N2CCC[C@@H]2CN1Cc1ccccc1 | -0.4
Nc1ccc(C(=O)N2N=C(c3ccc(F)cc3)CC2(O)C(F)(F)F)cc1 (configuration not stated) | 0.0
COc1cc(C2/C(=C(\O)c3ccc4c(c3)OCCO4)C(=O)C(=O)N2Cc2ccco2)cc(OC)c1OC (configuration not stated) | -0.2
CCN(CC(=O)N1CCCC1)S(=O)(=O)c1ccc(OC)cc1 | 0.0
CCOc1ccc(NC(=O)Nc2nc3ccc(S(C)(=O)=O)cc3s2)cc1 | 0.0
COc1cccc(OC)c1C(=O)NNS(=O)(=O)c1ccc2ccccc2c1 | 0.1
COc1ccc(CN(CC(O)COCc2ccccc2)S(=O)(=O)c2ccccc2Br)cc1OC (configuration not stated) | 0.2
OC1CCN(Cc2ccc3ccccc3c2)CC1 | 0.0
CCCN1C(=O)C2(OCCO2)c2cc(Cl)ccc21 | -0.1
[NH-]c1ncnc2c1N=C[N+]2=CC=CCO | 0.0
Cc1ccc(CNC(=S)Nc2ccc(NS(=O)(=O)c3ccc(C)cc3)cc2)cc1 | 0.0
Cc1cc(C)cc(NC(=O)c2cccnc2)c1 | 0.0
Cc1c(Cl)cccc1NC(=O)CCC(=O)N/N=C/c1ccco1 | -0.1

(further entries)
SMILES | Efflux pump mplx
COc1ccc(CNS(=O)(=O)c2ccc(N3CCCC3)cc2Br)cc1 | -0.4
COC(=O)[C@@]1(Cc2ccccc2)[C@H]2C(=O)N(Cc3ccccc3)C(=O)[C@H]2[C@H]2CN=C(SCc3ccc(C#N)cc3)N21 | 0.4
Cc1cc(C)cc(CC2CC(=O)N(c3cc(C)ccc3C)C2=O)c1 (configuration not stated) | 0.1
CC(C)CNS(=O)(=O)c1ccc(Br)cc1N1CCC[C@@H]1CO | 0.3
O=C(NCCCO)c1cc2c(cn1)[nH]c1ccccc12 | -0.1
CCOC(=O)N/N=C\c1cccc(OC)c1OC/C=C/c1ccccc1 | 0.0
O=C1[C@H]2CCC=C[C@H]2[C@H](c2cccc(Br)c2)N1Cc1ccccc1 | -0.1
O=C(NCc1ccccc1)c1ccc(CN2CCC(Cc3ccccc3)CC2)cc1 | 0.0
NNC(=O)c1nc(-c2ccccc2)cc(-c2ccccc2)n1 | -0.1
COc1ccc(NC(=S)N2CCN(S(=O)(=O)c3ccc(OC)cc3)CC2)cc1 | 0.0
COc1cc(OC)cc(C(=O)Nc2cccc3nc(C)ccc23)c1 | -0.1
CC1Cc2ccccc2N1C(=O)c1ccc2nccnc2c1 (configuration not stated) | 0.1
Cc1cc(CN(C)C(=O)C2CCC(=O)N(CCc3ccccc3)C2)n[nH]1 (configuration not stated) | -0.7
Nc1ncnc2c1ncn2[C@@H]1O[C@H](CNC(=O)[C@@H]2C[C@H](F)CN2)[C@@H](O)[C@H]1O | -0.1
CC1(C)Cc2c(cnn2-c2ccc(F)cc2)C(NC(=O)CCN2CCCCC2=O)C1 (configuration not stated) | -0.7
CCCCC(=O)NC(c1ccc(Cl)cc1Cl)c1ccc2cccnc2c1O (configuration not stated) | -0.1
CCC1=NN(C(=O)c2ccc(Cl)cc2)C(O)(c2ccc(C)cc2)C1 (configuration not stated) | 0.1
COCCc1nc2ccc(C(=O)N(C)Cc3cccc(-n4nc(C)cc4C)c3)cc2o1 | 0.1
CCOc1cccc(C(=O)N/N=C/c2ccoc2)c1 | -0.2
CCOC(=O)COn1c(=O)c(-c2ccc(F)cc2)[n+]([O-])c2ccccc21 | 0.2
O=C(O)C(Oc1ccc2cc(-c3ccc(Cl)cc3)c(=O)oc2c1)c1ccccc1 (configuration not stated) | 0.0
COc1cc2oc(=O)cc(-c3ccc(-c4ccc(C(F)(F)F)cc4)cc3)c2c(OC)c1OC | -0.2
O=C(O)Cc1sc(Nc2cccc3ccccc23)nc1-c1ccc(F)cc1 | 0.1
CCC1C(=O)C[C@H]2CCN3C(=O)CCCC1C23 (some centres not stated) | -0.2
CCCCC(=O)Nc1nnc(S(=O)(=O)N(CC)c2ccc(OC)cc2)s1 | 0.2
Cc1nnc(Oc2ccc([N+](=O)[O-])cc2)c2ccccc12 | -0.1
CCCNC(=O)CCNC(=O)[C@H](O)C(C)(C)CO | 0.0
COc1ccc2[nH]c3c(c2c1)CCN1C(=O)C(CC(=O)NCc2cccc(C(F)(F)F)c2)C[C@H](C(=O)N2CCCCC2)[C@@]31CCc1ccccc1 (some centres not stated) | -0.1
O=C(NCc1ccco1)c1ccccc1O | 0.0
Cn1c(CSCc2ccc(F)cc2)n[nH]c1=S | 0.0

Screens deposited in PubChem BioAssay by NMMLSC.
